Source: PubChem (Sanford-Burnham Center for Chemical Genomics)
CXCR6 block = CXCR6 receptor inhibitors, primary screen, cell-based, beta-arrestin, luminescence, CHO-K1 PathHunter, 1536-well; C-X-C chemokine receptor type 6 (Homo sapiens), O00574; inhibition, % at 20 µM; 0.36% of 360,000 active; in the data active = inhibition above about 34%, passing the limit was not always enough;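 also: antagonist mode with CXCL16 agonist at 10 nM final; 0% = 10 nM CXCL16 with DMSO and 100% = unstimulated wells without agonist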
Target sequence (O00574 whole entry, looked up): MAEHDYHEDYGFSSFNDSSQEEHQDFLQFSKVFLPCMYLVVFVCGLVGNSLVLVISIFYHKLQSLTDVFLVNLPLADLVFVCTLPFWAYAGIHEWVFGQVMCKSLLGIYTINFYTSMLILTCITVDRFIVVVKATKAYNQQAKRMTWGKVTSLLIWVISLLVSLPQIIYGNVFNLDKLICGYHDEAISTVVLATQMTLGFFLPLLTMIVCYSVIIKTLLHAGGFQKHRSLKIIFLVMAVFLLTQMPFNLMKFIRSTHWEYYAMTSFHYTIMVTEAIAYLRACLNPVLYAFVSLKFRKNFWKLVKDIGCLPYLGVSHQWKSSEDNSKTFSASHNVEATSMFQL
UPR CHOP act = activators of apoptotic CHOP UPR arm, primary screen, cell-based, CHO-CHOP luciferase reporter, luminescence, uHTS | 0.34% of 330,000 active | activation, % at 10 µM | UPR activation; percent of tunicamycin response over DMSO baseline;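 active = at 10 µM dose, activation of 40% or more, normalized to positive control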;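 also: 100% = tunicamycin at 10 µg/mL and 0% = DMSO alone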
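Material: CHO-CHOP cells, stable luciferase reporter of PERK-eIF2a-CHOP signalling; quantity: 500 reporter cells seeded per well; buffer or medium: F12 medium containing 10% fetal bovine serum; compound: one dose, 10 µM in 0.5% DMSO; incubation: 6 h compound treatment, 37 °C; measured by: Steady-Glo luciferase luminescence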
CCR6 antag = CCR6 receptor antagonists, primary screen, cell-based, CHO-K1, luminescence, beta-arrestin, uHTS; 0.49% of 340,000 active; CHO-K1 CCR6 PathHunter beta-arrestin, CCL20-stimulated; inhibition, % at 20 µM; AID 493098, 2011;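 active = compounds whose inhibition of the agonist-driven luminescence signal at 20 µM reaches about 50%, limit read from the data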;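 also: cells stimulated with CCL20 at 14 nM final; plate controls were DMSO with CCL20 for no effect and DMSO without agonist for full effect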
Target sequence (P51684 whole entry, looked up): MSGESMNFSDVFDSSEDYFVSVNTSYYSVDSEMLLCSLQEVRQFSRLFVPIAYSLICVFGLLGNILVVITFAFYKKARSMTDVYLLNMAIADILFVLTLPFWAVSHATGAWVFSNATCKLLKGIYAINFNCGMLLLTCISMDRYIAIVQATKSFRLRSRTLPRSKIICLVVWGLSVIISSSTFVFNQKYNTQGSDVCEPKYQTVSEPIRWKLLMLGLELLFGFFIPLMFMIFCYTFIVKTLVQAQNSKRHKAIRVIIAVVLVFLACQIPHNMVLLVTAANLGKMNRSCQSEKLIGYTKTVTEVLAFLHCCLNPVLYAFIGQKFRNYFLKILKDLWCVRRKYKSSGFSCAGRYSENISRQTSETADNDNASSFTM
697 NFkB inh = inhibitors of PMA/ionomycin-induced NF-kB reporter, 697 cells, primary screen, B-cell NF-kB inhibitor project, cell-based, luminescence, uHTS; 0.33% of 330,000 active; AID 435022, 2010; inhibition, % at 4 µM; 697 B-cell NF-kB luciferase reporter, 16 h; in the data active = inhibition above about 35%
EBI2 antag = EBI2 receptor antagonists, beta-arrestin recruitment, primary screen, cell-based, luminescence, 7a,25-OHC stimulation, uHTS; G-protein coupled receptor 183 (Homo sapiens), P32249; inhibition, % at 5 µM; 0.81% of 360,000 active; 7a,25-OHC stimulated; AID 651636, 2012; in the data active = inhibition above about 38%;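 also: enzyme fragment complementation signal reports receptor beta-arrestin coupling in cells; 0% = agonist plus DMSO wells and 100% = wells without agonist; some results beyond the cut were filed as inactive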
Target sequence (P32249 whole entry, looked up, the tested form may be a part): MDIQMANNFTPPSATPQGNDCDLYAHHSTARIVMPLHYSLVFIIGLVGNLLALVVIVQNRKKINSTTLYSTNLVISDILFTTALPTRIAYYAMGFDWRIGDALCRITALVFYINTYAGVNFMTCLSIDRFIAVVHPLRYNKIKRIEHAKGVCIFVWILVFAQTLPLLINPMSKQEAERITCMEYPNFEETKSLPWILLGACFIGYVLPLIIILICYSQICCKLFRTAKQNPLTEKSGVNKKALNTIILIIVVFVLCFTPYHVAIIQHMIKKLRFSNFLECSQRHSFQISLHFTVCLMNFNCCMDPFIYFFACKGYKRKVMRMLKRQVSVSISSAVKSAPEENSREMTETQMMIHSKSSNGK
XBP1 UPR activ = activators of adaptive XBP1 UPR arm, primary screen, cell-based, CHO-XBP1 luciferase reporter, luminescence, uHTS. 0.33% of 330,000 active. IRE1-XBP1 UPR activation; percent of tunicamycin response, DMSO as zero. activation, % at 20 µM;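 active = versus positive control, 20 µM dose yields 30% or more activation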;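 also: 100% = tunicamycin at 10 µg/mL and 0% = DMSO only wells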
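Material: CHO cell line with stable XBP1 luciferase reporter; buffer or medium: F12 medium containing 10% fetal bovine serum; compound: single point, 20 µM final compound, 1% DMSO; incubation: 6 h treatment, 37 °C; measured by: glow luminescence from Steady-Glo reagent; evaluation: activation, % of tunicamycin; control set: tunicamycin high, DMSO low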
Gli-Sufu block = Gli-Sufu pathway antagonists, primary screen, luciferase luminescence, Sufu-KO-LIGHT cells, uHTS | Sufu-KO-LIGHT fibroblasts, Gli luciferase reporter luminescence | inhibition, % at 5 µM | 0.74% of 340,000 active | AID 588413, 2011;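 active = inhibition above about 55%, limit read from the data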;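 also: 0% = DMSO-treated cells and 100% = wells with medium but no cells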
Jurkat NFkB inh = inhibitors of induced NF-kB luciferase reporter, primary screen, TCR NF-kB activation inhibitor project, cell-based, luminescence, uHTS; inhibition, % at 4 µM; 0.53% of 330,000 active; Jurkat, PMA/ionomycin-induced NF-kB luciferase reporter; in the data active = inhibition above about 50%
Mdm2 MdmX PPI = inhibitors of human Mdm2-MdmX association, primary screen, cell-based, luminescence, split luciferase, SaOS-2, uHTS | Protein Mdm4 (Homo sapiens) + E3 ubiquitin-protein ligase Mdm2 (Homo sapiens), … | inhibition, % at 8 µM | 3% of 330,000 active | SaOS-2 split-luciferase Mdm2/MdmX complementation;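 active = inhibition of at least 50% at 8 µM in the primary screen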
Active calls of the source: *; · = not tested or not shown.

SMILES	CXCR6 block	UPR CHOP act	CCR6 antag	697 NFkB inh	EBI2 antag	XBP1 UPR activ	Gli-Sufu block	Jurkat NFkB inh	Mdm2 MdmX PPI
CSCCC1NC2(C(=O)Nc3ccc(Cl)cc32)[C@@H]2C(=O)N(C3CCCC3)C(=O)[C@H]12 (some centres not stated)	·	3.2	-31	11	·	-1	-13	-4	20
CN1CCN(C(=S)NC(=O)c2ccccc2Br)CC1	-4	-1.0	4	2	8	0	-10	19	27
CC1(C(=O)NCc2cccnc2)CCC(=O)N1Cc1cccs1 (configuration not stated)	-3	-1.4	1	-2	-3	3	-28	-8	-3
CCCc1nn2c(=O)cc(CSCC(=O)Nc3ccc(F)cc3)nc2s1	-14	2.2	1	-1	-7	-2	-15	8	21
CC(=O)c1c(C(C)=O)c(C)n(Cc2ccc3c(c2)OCO3)c1C	0	-1.9	2	-10	-2	0	16	18	26
COc1ccc(N(C(=O)c2snc(C(N)=O)c2N)C(C(=O)NC2CCCCC2)c2ccc(C)o2)cc1 (configuration not stated)	2	2.3	15	3	31	-5	1	19	-15
Cc1cnc(C(=O)N2CCCC(C(=O)c3cccc(OC(C)C)c3)C2)cn1 (configuration not stated)	-4	-2.1	1	1	-2	0	-2	-12	10
CC(C)CNC(=O)c1cccc(NC(=O)C(C)Oc2ccccc2)c1 (configuration not stated)	-12	-2.3	2	-6	-6	-1	1	-11	-15
CN(C)S(=O)(=O)c1cc(NC(=O)CSc2nn(-c3ccc(Cl)cc3)c(=S)s2)ccc1Cl	-10	2.3	5	-48	23	0	-4	18	35
S=c1[nH]nc(-c2n[nH]c3c2CCC3)n1/N=C/C=C/c1ccccc1	-2	0.3	21	-11	31	1	-1	-3	14
COc1cc(NC(=O)COc2cc(O)c3c(c2)OC(C)(C)CC3=O)cc(OC)c1OC	-5	5.5	-8	59*	-11	-1	70*	58*	30
CC1(C)CC(=O)C=C(Nc2cc(-c3ccccc3)[nH]n2)C1	-3	2.1	6	-24	11	-1	-11	-33	17
COc1ccc(-c2coc3cc(O)ccc3c2=O)cc1OC	1	6.3	2	-42	-8	5	-24	2	-1
COc1ccc(OCCCC(=O)OCC(=O)Nc2c(C)nn(-c3ccccc3)c2C)cc1	-1	0.0	14	18	5	-1	-9	-6	-13
CN(c1ccc(O)cc1)S(=O)(=O)c1ccc2ccccc2c1	1	5.3	8	-52	-12	1	-11	-50	-7
CC(CN1CCN(C/C=C/c2ccccc2)CC1)c1ccccc1 (configuration not stated)	-7	1.8	2	-17	-7	-3	23	0	-31
Cc1ccccc1-c1ocnc1C(=O)Nc1ccccc1NC(=O)c1ccccn1	-6	-1.3	4	4	-17	-2	24	0	4
CC(C)(C)n1ncc2c(=O)n(Cc3ccccc3Br)cnc21	5	2.6	17	-43	8	0	3	-7	12
NS(=O)(=O)c1ccc(CCNC(=O)C2(S(=O)(=O)c3ccc(Cl)cc3)CC2)cc1	3	1.4	14	15	1	-1	-16	-8	11
CCN(CC)CC(=O)N1N=C(c2cccs2)CC1c1ccco1 (configuration not stated)	-7	-1.6	14	-52	-15	2	3	-35	-2
COC(=O)c1c(C(=O)OC)c(-c2cccc(C)c2)n2c1CS(=O)C2 (configuration not stated)	-4	-2.8	2	8	-14	0	-2	10	21
COc1cc(/C=N/NC(=O)c2cccnc2)ccc1OS(=O)(=O)c1cc(C)ccc1C	-4	·	7	·	14	·	23	·	·
COc1ccc(N/N=C/c2c(C(=O)O)ccc3ccccc23)cc1	0	-1.1	35	-9	6	1	23	54*	86*
O=C(COc1ncnc2ccc(Br)cc12)NCc1ccco1	10	-0.8	6	-1	3	-2	-4	5	2
COc1ccc(-c2csc(NC(=O)c3c(C)noc3C)n2)cc1	-5	4.3	14	-23	-5	1	-5	-3	-35
COc1cc2c(cc1OC)-c1cc(NC3CCCCC3)nc(=O)n1CC2	1	-1.5	6	29	1	8	22	3	17
COc1ccc(CNC(=O)c2c(O)c3ccccc3n(C)c2=O)cc1OC	-1	0.1	1	13	-1	0	10	10	13
O=C(NCCc1cccc(F)c1)C1CCN(S(=O)(=O)c2ccc(F)cc2)CC1	3	-0.9	13	12	5	-3	3	-8	12
CC(=O)Nc1ccc(NC(=O)C(C)NC(C)c2cccc3ccccc23)cc1 (configuration not stated)	-4	3.2	10	0	2	-1	4	21	15
C=CCSc1nc2ccccc2c2nc(-c3ccccc3)nn12	-8	1.6	-10	-6	-2	0	32	-15	19
Cc1cc(C)c2nc(N(CCCN(C)C)C(=O)c3ccc(S(=O)(=O)N4CCCCCC4)cc3)sc2c1	11	0.1	22	-13	-2	1	26	2	80*
CCCN(CCC)S(=O)(=O)c1ccc(C(=O)OCCN2C(=O)c3cccc4c(N5CCOCC5)ccc(c34)C2=O)cc1	1	1.0	6	-27	-12	-2	-2	1	41
COc1ccc(OC)c2[nH]c(=O)c(CCNC(=O)CC(C)C)cc12	6	-2.5	2	2	-13	1	-2	-5	14
c1csc(C2C3=C(Nc4ncnn42)c2ccccc2OC3)c1 (configuration not stated)	1	3.3	14	4	7	1	-2	7	-24
COc1cccc(-n2c(SCC(=O)NCc3ccco3)nnc2-c2c[nH]c3ccccc23)c1	0	-0.9	8	2	0	-3	0	-8	35
Cc1nnc(NC(=O)C2CC(=O)N(C(C)c3ccccc3)C2)s1 (configuration not stated)	6	0.5	7	6	-17	0	-5	7	-27
COc1ccc(N2C(=O)CSC23C(=O)N2CCCc4cccc3c42)cc1 (configuration not stated)	-6	0.6	22	14	-17	0	0	-6	-5
OC(CN1CCN(Cc2ccccc2)CC1)Cn1c2ccccc2c2ccccc21 (configuration not stated)	-11	-0.6	-9	-5	-15	1	19	-19	30
CC1=C(C)CC(C(=O)N2CCN(Cc3ccccc3)CC2)C(C(=O)O)C1 (configuration not stated)	-7	1.3	-11	20	0	-1	13	23	26
O=C(CCN1C(=O)C2CC=C(Cl)CC2C1=O)NCc1ccco1 (configuration not stated)	0	-0.8	-6	5	6	-2	-7	4	-4
Cc1ccc(S(=O)(=O)/N=C(/Nc2ccc(F)cc2F)c2ccc(F)cc2)cc1	8	2.7	19	2	1	0	1	4	19
CCOC(=O)c1sc(NC(=O)CSc2nc3ccccc3o2)c(C(=O)OCC)c1C	2	1.7	21	-14	3	0	5	-20	21
Cc1ccc(Nc2ncccc2C(N)=O)cc1[N+](=O)[O-]	-9	4.5	3	-79	2	10	-51	-83	-184
COc1ccc(-c2csc(N(CCCN(C)C)C(=O)c3cc(OC)c(OC)c(OC)c3)n2)cc1	-2	-2.0	5	8	-7	-6	17	-10	15
COc1ccc(-c2cc(C(F)F)n3ncc(C(=O)N4CCc5ccccc54)c3n2)cc1	-6	0.1	27	-54	17	22	26	41	67*
CCC(=O)NCCCc1nc(-c2ccccc2)no1	-2	-0.2	6	1	11	-1	-1	12	-1
Cc1ccc(S(=O)(=O)NNC(=O)CCC(=O)Nc2ccc(C)cc2C)cc1	1	-1.5	3	20	-3	-4	-8	-1	-3
Cc1ccc(CN(C(=O)c2cccs2)C2CCS(=O)(=O)C2)cc1 (configuration not stated)	6	0.4	21	4	-12	-4	5	-1	14
O=C(CCSc1ccc(Cl)c(Cl)c1)NC12CC3CC(CC(C3)C1)C2	-1	1.8	32	-8	38	-4	-16	-17	-19
O=C(N/N=C/c1ccc(C(=O)O)cc1)C1=NNC(c2ccccc2)(c2ccccc2)C1	10	0.4	39	2	-1	0	-1	5	-6
Nc1ccc(Nc2nc3ccccc3[nH]2)cc1	-4	-0.3	-1	8	0	-3	3	-10	17
Cc1c(C(=O)N(Cc2ccccc2)C(C)C)cnn1-c1ccccc1	-2	-0.6	6	10	-5	-3	6	13	2
CCN(C(=O)CSc1ncccn1)C1CCS(=O)(=O)C1 (configuration not stated)	-4	-1.6	1	13	-13	-3	1	18	14
CSc1nc2ccc(NS(=O)(=O)c3ccc(Cl)s3)cc2s1	0	1.6	4	-27	4	-1	0	-3	-11
O=C(NC1CCN(S(=O)(=O)c2ccc(Cl)cc2)CC1)C1CCCCC1	18	2.7	10	7	-4	-1	-1	4	10
CCCCc1nc2ccccc2c(=O)n1NC(=O)c1c(O)c2cccc3c2n(c1=O)CC3	5	-0.4	5	-17	2	10	3	-8	27
CC1=C(C(=O)Nc2ccc(C(=O)N3CCN(c4ccccc4F)CC3)cc2)SCCO1	-2	0.8	16	-5	0	-8	-3	24	34
Cc1cnc([N+](=O)[O-])n1CCOC(=O)NC(=O)c1cccc(F)c1	1	-1.2	-3	-8	3	1	-3	-4	14
O=[N+]([O-])c1ccc(N2CCN(Cc3ccc([N+](=O)[O-])o3)CC2)cc1	-16	-1.8	-5	11	-5	-3	7	3	23
Cc1ccc(OCCNc2ccc(C(F)(F)F)cc2[N+](=O)[O-])cc1	3	2.3	29	-18	0	-1	-14	-10	-16

Quoted at random: three records from the list, in no set order.
SMILES	CXCR6 block	UPR CHOP act	CCR6 antag	697 NFkB inh	EBI2 antag	XBP1 UPR activ	Gli-Sufu block	Jurkat NFkB inh	Mdm2 MdmX PPI
Cc1c(C(=O)N(Cc2ccccc2)C(C)C)cnn1-c1ccccc1	-2	-0.6	6	10	-5	-3	6	13	2
O=C(CCSc1ccc(Cl)c(Cl)c1)NC12CC3CC(CC(C3)C1)C2	-1	1.8	32	-8	38	-4	-16	-17	-19
COc1ccc(-c2csc(N(CCCN(C)C)C(=O)c3cc(OC)c(OC)c(OC)c3)n2)cc1	-2	-2.0	5	8	-7	-6	17	-10	15

(more compounds)
SMILES	CXCR6 block	UPR CHOP act	CCR6 antag	697 NFkB inh	EBI2 antag	XBP1 UPR activ	Gli-Sufu block	Jurkat NFkB inh	Mdm2 MdmX PPI
CCCCc1c(O)c2ccccc2n(CCCC)c1=O	0	6.4	-23	17	-8	1	0	0	3
CCOC(=O)c1ccccc1NC(=O)CSc1ccccc1	-5	-0.5	13	8	18	-3	-7	6	29
CCOC(=O)C(=O)Nc1ccc(OCc2ccccc2)cc1	-10	0.3	-2	-8	0	0	1	-8	3
COc1ccc(N(C(=O)c2csnn2)C(C(=O)NC2CCCC2)c2ccccc2)cc1 (configuration not stated)	0	0.8	21	7	-5	-5	14	-17	6
CN(C)c1ccc(NC(=O)CSc2nnc(-c3cccs3)n2Cc2ccco2)cc1	-5	1.9	7	-2	10	3	1	-3	-7
CCOc1ccc(C(=O)NNC(=O)c2cc(S(=O)(=O)N3CCOCC3)ccc2Cl)cc1	2	1.7	6	1	-1	2	-10	-11	-16

Part of the list above, reduced to UPR CHOP act and Mdm2 MdmX PPI.
| mol | UPR CHOP act | Mdm2 MdmX PPI |
| --- | --- | --- |
| Cc1ccc(S(=O)(=O)NNC(=O)CCC(=O)Nc2ccc(C)cc2C)cc1 | -1.5 | -3 |
| Cc1ccc(CN(C(=O)c2cccs2)C2CCS(=O)(=O)C2)cc1 (configuration not stated) | 0.4 | 14 |
| O=C(CCSc1ccc(Cl)c(Cl)c1)NC12CC3CC(CC(C3)C1)C2 | 1.8 | -19 |
| O=C(N/N=C/c1ccc(C(=O)O)cc1)C1=NNC(c2ccccc2)(c2ccccc2)C1 | 0.4 | -6 |
